hK5 inh: human KLK5 protease inhibitors, primary screen, biochemical, 1536-well | Kallikrein-5 (Homo sapiens), Q9Y337 | recombinant hK5, fluorogenic AMC substrate cleavage | inhibition, % at 5 µM | 0.59% of 210,000 active;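 active means inhibition of 40% or more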;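 further: 0% = enzyme controls without compound and 100% = no-enzyme blanks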
Target sequence (Q9Y337 67-293 limits assumed): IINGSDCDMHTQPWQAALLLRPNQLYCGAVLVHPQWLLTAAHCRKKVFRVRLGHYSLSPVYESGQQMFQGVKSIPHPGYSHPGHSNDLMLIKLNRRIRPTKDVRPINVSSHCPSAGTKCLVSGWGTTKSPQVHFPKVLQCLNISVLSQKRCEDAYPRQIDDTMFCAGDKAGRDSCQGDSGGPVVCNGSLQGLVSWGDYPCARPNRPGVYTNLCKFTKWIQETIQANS
FXIIa inh 1536: human FXIIa protease inhibitors, primary screen, biochemical, 1536-well; Coagulation factor XII (Homo sapiens), P00748; purified FXIIa, Boc-QGR-AMC fluorogenic substrate, 2 h; inhibition, % at 5 µM; 0.3% of 220,000 active; AID 800, 2007; in the data active means inhibition above about 40%;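 further: 0% = enzyme with no compound and 100% = blank without enzyme; many of its hits are not listed in these tables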
Thrombin inh: human alpha-thrombin inhibitors, primary screen, counter-screen for coagulation protease inhibitor project, biochemical, 1536-well, fluorogenic AMC substrate. Boc-VPR-AMC fluorogenic substrate cleavage. inhibition, % at 5 µM. 0.26% of 220,000 active. AID 1046, 2008;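 active means inhibition at or above 40%; inactive means inhibition below 40%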;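 further: 0% = enzyme with no compound and 100% = wells without enzyme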
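Material: Human alpha-thrombin protein | Buffer or medium: pH 7.5 Tris-saline with Tween 20 | Reagent: Boc-VPR-AMC substrate, 15 µM final | Schedule: Reaction at ambient temperature | Detection: AMC fluorescence at 355 nm excitation and 460 nm emission | Evaluation: Percent inhibition scaled between no-compound controls and no-enzyme blanks | Controls: no-compound enzyme wells and no-enzyme blanks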
Wee1 degr inh: Wee1 degradation inhibitors, primary screen, cell-based, HeLa, Wee1K328M-luciferase, luminescence; Wee1-like protein kinase (Homo sapiens), P30291; HeLa Luc-Wee1K328M stability; 100% = proteasome inhibitor MG132 effect; reporter increase, % at 5 µM; 1.2% of 220,000 active;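 active means activation above the mean of all tested compounds plus 3 SD, set per screening run, cut at about 8.8% in these data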;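 further: cells exposed to compound for 20 h before luminescence read; 0% = DMSO alone and 100% = MG132 at 30 µM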
Target sequence (P30291 whole entry K328M): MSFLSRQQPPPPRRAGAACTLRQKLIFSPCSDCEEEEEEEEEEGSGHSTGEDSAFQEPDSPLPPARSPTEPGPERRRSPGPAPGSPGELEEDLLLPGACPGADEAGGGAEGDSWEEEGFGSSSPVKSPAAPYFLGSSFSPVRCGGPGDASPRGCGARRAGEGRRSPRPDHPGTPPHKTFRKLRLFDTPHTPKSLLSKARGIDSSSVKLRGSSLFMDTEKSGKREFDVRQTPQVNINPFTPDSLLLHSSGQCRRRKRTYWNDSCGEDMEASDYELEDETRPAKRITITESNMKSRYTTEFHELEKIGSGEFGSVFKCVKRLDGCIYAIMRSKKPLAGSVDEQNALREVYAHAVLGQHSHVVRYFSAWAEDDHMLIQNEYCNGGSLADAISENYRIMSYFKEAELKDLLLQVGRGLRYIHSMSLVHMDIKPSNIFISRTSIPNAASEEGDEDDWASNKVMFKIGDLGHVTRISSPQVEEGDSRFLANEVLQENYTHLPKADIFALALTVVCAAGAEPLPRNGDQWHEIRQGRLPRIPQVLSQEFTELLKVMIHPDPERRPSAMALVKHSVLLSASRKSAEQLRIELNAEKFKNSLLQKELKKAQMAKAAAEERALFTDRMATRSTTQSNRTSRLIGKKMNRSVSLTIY
p97 inhibitor: inhibitors of human p97 ATPase, primary screen, biochemical; inhibition, % at 8 µM; recombinant p97 ATPase, Kinase-Glo ATP luminescence, 3 h; Transitional endoplasmic reticulum ATPase (Homo sapiens), P55072; 0.42% of 220,000 active; in the data active means inhibition above about 15%;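 further: 0% = DMSO vehicle and 100% = wells lacking enzyme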
KCC2 mod: KCC2 cotransporter modulators, thallium flux, primary screen, cell-based, HEK293 KCC2, FluoZin-2 fluorescence, MLSMR; Solute carrier family 12 member 5 (Homo sapiens), Q9H2X9; KCC2 cells, thallium flux FluoZin-2 fluorescence; B-score of Tl+ flux slope (higher = more flux/activation; lower = inhibition) at 10 µM; 2.2% of 190,000 active;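 active means thallium flux slope and its plate-corrected score both differing from the plate sample mean at a set confidence after two filtering rounds, in either direction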;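 further: slope of fluorescence scaled to starting intensity during 10 to 20 s after thallium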
PERK inh: block of dimerizer-induced PERK translation repression, primary screen, PERK inhibitor project, CHO PERK-DD cells, SEAP luminescence, HTS; Eukaryotic translation initiation factor 2-alpha kinase 3 (Homo sapiens), Q9NZJ5; CHO PERK-DD fusion, SEAP luminescence translation reporter; inhibition, % at 5.6 µM; 0.17% of 220,000 active;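 active means inhibition above the mean inhibition of all tested compounds plus 3 SD, set separately per screening campaign, cut at about 2.9% in these data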;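 further: PERK kinase domain activated by AP20187 dimerizer at 100 nM; 0% = DMSO with dimerizer and 100% = rapamycin at 8.4 µM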
Furin inh: human furin inhibitors, primary screen, biochemical, fluorescence intensity; purified furin, fluorogenic substrate cleavage; 0.061% of 220,000 active; inhibition, % at 30 µM; in the data active means inhibition above about 25%; further: inactives centre near -15
FXIa inh 1536: human FXIa protease inhibitors, primary screen, biochemical, 1536-well; Coagulation factor XI (Homo sapiens), P03951; purified FXIa, Boc-Glu-Ala-Arg-AMC fluorogenic substrate; inhibition, % at 5 µM; 0.14% of 220,000 active; AID 798, 2007;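 active means inhibition of at least 40%; inactive means inhibition below 40%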;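 further: fluorescence of freed AMC excited at 355 nm; 0% = enzyme without compound and 100% = no enzyme blank; many of its hits are not listed in these tables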
Starred values were filed as active, the others as inactive; x = not tested or not shown; [ ] = remark or other dose.

SMILES | hK5 inh | FXIIa inh 1536 | Thrombin inh | Wee1 degr inh | p97 inhibitor | KCC2 mod | PERK inh | Furin inh | FXIa inh 1536
O=C(NCc1ccco1)c1cc(S(=O)(=O)N2CCOCC2)ccc1Cl | 5 | 0 | 0 | 1 | 2 | 0.08 | 1.6 | -19 | 2
CCC(C)(C)c1ccc(Oc2cccc(C(=O)O)c2)cc1 | 2 | 10 | -2 | 3 | 5 | 2 | 1.8 | -8 | 5
N/C(Cc1ccc(Cl)cc1Cl)=N\OC(=O)c1ccc(Br)o1 | 1 | 8 | 0 | 0 | 0 | 0.1 | 0.8 | -18 | 1
CCCCC(c1nnnn1Cc1ccco1)N1CCN(c2nc3ccccc3s2)CC1 (stereo unspecified) | -5 | 23 | 6 | 1 | -1 | -6.9* | -1.1 | -22 | 12
Cc1ccc(OCC(=O)Nn2cnc3ccccc32)cc1 | -3 | 14 | 0 | -1 | -3 | -0.62 | 1.1 | -18[20 µM] | 2
Cc1cc(O)c(/C=N/Nc2ccc(F)cc2)c(=O)o1 | 5 | 8 | -1 | 0 | -4 | -0.056 | 0.1 | -12 | 1
CC(=O)c1ccccc1OC(=O)COc1ccc(Cl)cc1C | -9 | 3 | 3 | -1 | 5 | -0.71 | 1.0 | -27 | -6
Cn1c(=O)c2[nH]c(N3CCOCC3)nc2n(-c2ccccc2)c1=O | -9 | 1 | -3 | 0 | -2 | 0.23 | 0.3 | -19 | -9
CCOC(=O)c1c(-c2ccc(OC)cc2)csc1/N=C/C1=C(O)CCCC1=O | -17 | 10 | -1 | 1 | 12 | -0.19 | -0.2 | 6 | 10
Cc1cc(C)c(OCC(=O)Nc2ccccc2N2CCOCC2)c(C)c1 | -23 | 7 | -2 | -2 | -4 | -1.3 | -0.6 | -20 | -4
CC(C)CC(=O)Nc1nnc(SCC(=O)Nc2ccc3c(c2)OCO3)s1 | 2 | 4 | -3 | 4 | -1 | -0.019 | 1.0 | -6 | -8
O=C(Nc1nc2c(F)cc(F)cc2s1)C1CC(=O)N(Cc2ccco2)C1 (stereo unspecified) | -4 | 11 | 3 | 2 | 13 | -0.56 | 0.7 | -12 | 9
COC(=O)CSc1nnc(SCc2ccc(Cl)cc2)s1 | -2 | 13 | -2 | 2 | -2 | -1.2 | 0.8 | -28[20 µM] | 3
Cc1oc(C2CC2)cc1C(=O)O | -12 | 14 | 1 | 1 | -2 | x | 1.0 | -12 | 7
CC1=C/C(=N\NC(=O)c2ccc(O)cc2)CC1 | -11 | 8 | -14 | 2 | -2 | 0.14 | 0.7 | -14 | -5
S=C(c1ccc(-c2ccc(Cl)c(Cl)c2)o1)N1CCOCC1 | -25 | 5 | 5 | 3 | -2 | -0.2 | -0.1 | -16 | 6
CCOC(=O)c1ccc(NS(=O)C23CC4CC(CC(C4)C2)C3)cc1 (stereo unspecified) | 14 | 15 | 1 | 1 | -13 | -1.2 | -0.5 | 5[20 µM] | 3
O=C(NCc1ccco1)c1ccccc1-c1nc(-c2ccccc2)no1 | -4 | 28 | -7 | -2 | 0 | -0.97 | -1.0 | -8[20 µM] | -8
CCOC(=O)c1[nH]c2c(c1C)C(=O)CC(c1ccc(N(C)C)cc1)C2 (stereo unspecified) | -5 | 0 | -8 | 3 | -4 | 0.75 | -0.4 | 3 | -3
COC(=O)c1c(NC(=O)c2cccc([N+](=O)[O-])c2)sc(C(N)=O)c1C | -5 | 5 | -2 | 1 | 1 | -1.3 | 1.9 | -16 | -1
Oc1ccccc1NCC(O)Cn1ccc2ccccc21 (stereo unspecified) | 1 | 8 | -4 | 4 | 7 | 0.94 | 0.3 | -24 | -1
COc1cc([C@@H]2c3cc4c(cc3[C@H](O)[C@H]3COC(=O)[C@H]23)OCO4)cc(OC)c1OC | -8 | 11 | 1 | 5 | 2 | -0.046 | -0.4 | -16 | 13
Cc1ccc(-c2oc3ccccc3c(=O)c2OCC(=O)O)cc1 | -6 | x | -8 | 1 | 5 | 0.028 | 0.2 | -20 | -5
CS(=O)(=O)c1ccc(N2CCOCC2)c(S(C)(=O)=O)c1 | -3 | 13 | -15 | -1 | 4 | 0.92 | -0.1 | -21[20 µM] | 14
Cc1cccc(NC(=S)NC2CCCCC2)n1 | -9 | 7 | -2 | 2 | -3 | 0.58 | 0.6 | -15 | -3

In a second layout: entries from further up
canonical_smiles	hK5 inh	FXIIa inh 1536	Thrombin inh	Wee1 degr inh	p97 inhibitor	KCC2 mod	PERK inh	Furin inh	FXIa inh 1536
O=C(NCc1ccco1)c1cc(S(=O)(=O)N2CCOCC2)ccc1Cl	5	0	0	1	2	0.08	1.6	-19	2
CCC(C)(C)c1ccc(Oc2cccc(C(=O)O)c2)cc1	2	10	-2	3	5	2	1.8	-8	5
N/C(Cc1ccc(Cl)cc1Cl)=N\OC(=O)c1ccc(Br)o1	1	8	0	0	0	0.1	0.8	-18	1
CCCCC(c1nnnn1Cc1ccco1)N1CCN(c2nc3ccccc3s2)CC1 (stereo unspecified)	-5	23	6	1	-1	-6.9*	-1.1	-22	12
Cc1ccc(OCC(=O)Nn2cnc3ccccc32)cc1	-3	14	0	-1	-3	-0.62	1.1	-18[20 µM]	2
Cc1cc(O)c(/C=N/Nc2ccc(F)cc2)c(=O)o1	5	8	-1	0	-4	-0.056	0.1	-12	1
CC(=O)c1ccccc1OC(=O)COc1ccc(Cl)cc1C	-9	3	3	-1	5	-0.71	1.0	-27	-6
Cn1c(=O)c2[nH]c(N3CCOCC3)nc2n(-c2ccccc2)c1=O	-9	1	-3	0	-2	0.23	0.3	-19	-9
CCOC(=O)c1c(-c2ccc(OC)cc2)csc1/N=C/C1=C(O)CCCC1=O	-17	10	-1	1	12	-0.19	-0.2	6	10
Cc1cc(C)c(OCC(=O)Nc2ccccc2N2CCOCC2)c(C)c1	-23	7	-2	-2	-4	-1.3	-0.6	-20	-4

Continuation.
SMILES | hK5 inh | FXIIa inh 1536 | Thrombin inh | Wee1 degr inh | p97 inhibitor | KCC2 mod | PERK inh | Furin inh | FXIa inh 1536
Cc1ccc(C(=O)N2C(=O)c3cccc(N)c3C2=O)o1 | 0 | 5 | 0 | -1 | -4 | 0.88 | 0.4 | -19 | 11
NC1=NC(c2ccc(Cl)cc2)C(C(=O)c2ccccc2)N1 (stereo unspecified) | 0 | 2 | -4 | -1 | 2 | 0.64 | 1.7 | -21 | -2
O=C(c1ccccc1)c1nn(-c2cccc(Cl)c2)ccc1=O | 2 | 4 | -1 | 1 | -2 | 0.08 | 0.2 | -12 | -1
O/N=C/c1ccc(-c2cc(Cl)ccc2Cl)o1 | -18 | 9 | -2 | 8 | 6 | -1.7 | 0.2 | 2 | 2
COc1ccc(C(=O)C2CCCN(Cc3ccc(Sc4nncn4C)o3)C2)cc1F (stereo unspecified) | -4 | 4 | -15 | -2 | 6 | 0.042 | 0.8 | -26 | 3
O=C(Nc1ccccc1)OCc1cncs1 | -1 | 12 | -3 | 1 | 4 | 0.34 | 1.3 | -4 | 9
Cc1cc2ccccc2c(=O)n1CC(=O)N1CCN(c2cccc(Cl)c2)CC1 | 2 | 14 | 0 | -2 | 4 | -0.43 | 0.4 | -22[20 µM] | 5
CC1(N2CCOCC2)C(=O)c2ccccc2C1=O | -1 | 4 | -5 | 1 | 0 | 0.26 | 0.9 | -6 | 1
CC(=O)c1ccc(OCC(O)CN2CCN(CCO)CC2)cc1 (stereo unspecified) | -20 | 4 | -7 | -1 | -2 | 0.62 | 0.7 | -17 | -8
Cn1nnnc1SCc1cn2cccnc2n1 | -32 | 9 | -4 | -1 | 4 | x | 0.5 | -23[20 µM] | -3
Cc1[nH]n(-c2cccc3ccccc23)c(=O)c1C=Nc1ccc2[nH]c(=O)[nH]c2c1 | 10 | 22 | 8 | -1 | 0 | 0.025 | 0.3 | 6[20 µM] | 6
O=C(/C=C/Nc1ccccc1O)c1ccco1 | -2 | 0 | -7 | 3 | 3 | -1.1 | -0.5 | -12 | -4
CN(C)S(=O)(=O)c1ccc(C(=O)OCc2nnc(-c3ccccc3)o2)cc1 | -4 | -2 | -13 | -2 | 1 | 0.53 | 0.4 | -12 | -4
COc1ccc(-c2[nH]nc3c2C(c2ccccc2OC(=O)N2CCOCC2)C(C#N)=C(N)O3)cc1 (stereo unspecified) | -23 | 5 | -10 | 0 | 4 | -1 | 1.4 | -25[20 µM] | -1
O=C(Nc1cccc(-c2nc3ncccc3o2)c1)c1sc2ccccc2c1Cl | -24 | 13 | -6 | -2 | -5 | x | 0.7 | -12[20 µM] | -1
COc1ccc(NCC(O)Cn2cnc3c2c(=O)n(C)c(=O)n3C)cc1 (stereo unspecified) | -14 | 2 | -8 | -4 | 3 | -0.51 | 0.9 | -19 | -1
N#Cc1cccc(NC(=O)COC(=O)c2cccc(N3C(=O)c4ccccc4C3=O)c2)c1 | -4 | 13 | 5 | 0 | 4 | -0.49 | 0.1 | -28 | 6
O=[N+]([O-])c1ccc(O)c2cccnc12 | 5 | 15 | 8 | 0 | 3 | 0.56 | 1.0 | -7 | 3
COc1cc(/C=C(/C#N)c2nc3ccccc3[nH]2)ccc1OCC(=O)Nc1ccccc1C | -6 | 1 | -1 | 0 | 4 | x | 0.4 | -7[20 µM] | -4
CCOC(=O)Cn1c(=NC(=O)C(C)C)sc2c(C)cc(C)cc21 | 2 | 6 | 2 | 0 | 1 | -0.46 | -1.8 | -16 | 2
Cc1ccccc1C(=O)NCC(=O)NNC(=S)NC(=O)c1ccccc1C | -82 | 2 | -7 | -1 | 1 | x | 0.7 | -15 | -5
CCCS(=O)(=O)Nc1ccc(-c2ccc3nnc(C)n3n2)cc1 | -14 | -2 | 2 | -2 | 1 | 0.41 | 0.3 | -21 | -3
COc1ccccc1N=C1SC(C(=O)Nc2ccc(F)cc2)CC(=O)N1C (stereo unspecified) | -8 | 10 | -3 | 1 | -1 | -0.01 | 0.1 | -21[20 µM] | 2
O=C1C2C3C=CC(C3)C2C(=O)N1c1ccccc1OS(=O)(=O)c1ccccc1 (stereo unspecified) | -16 | 10 | -1 | -2 | 3 | 0.27 | -0.7 | -1 | -3
COC(=O)Nc1nn(Cc2ccccc2F)cc1Br | -19 | 12 | 2 | -2 | 4 | -0.12 | 1.0 | -13[20 µM] | -8
COc1cccc(C(c2sc3nc(C)nn3c2O)N2CCc3ccccc3C2)c1 (stereo unspecified) | 0 | 0 | -9 | -2 | -1 | 0.32 | 0.5 | -19 | -14

Assay outcomes from PubChem.

Compounds were not picked by outcome (roughly 4.4% active in at least one column).
